# Screening results as filed in PubChem BioAssay.
# NPYLR7 ag – mosquito NPYLR7 agonism; HEK293T NPYLR7/Galpha15, GCaMP6s calcium fluorescence; activation, % at 10 µM; 270,000 compounds, 0.15% hits; AID 1259423; in the data active = activation above about 40%;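 note: 0% = vehicle and 100% = reference agonist at the receptor; some compounds past the cut are filed as inactive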
# hcGAS inh – inhibitors of human cGAS | Q8N884 | recombinant h-cGAS, ATP depletion, Kinase-Glo luminescence | inhibition, % at 12.5 µM | 290,000 compounds, 0.081% hits;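 note: 0% = vehicle reaction and 100% = reaction without DNA for no activity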
# Target sequence (Q8N884 whole entry, looked up): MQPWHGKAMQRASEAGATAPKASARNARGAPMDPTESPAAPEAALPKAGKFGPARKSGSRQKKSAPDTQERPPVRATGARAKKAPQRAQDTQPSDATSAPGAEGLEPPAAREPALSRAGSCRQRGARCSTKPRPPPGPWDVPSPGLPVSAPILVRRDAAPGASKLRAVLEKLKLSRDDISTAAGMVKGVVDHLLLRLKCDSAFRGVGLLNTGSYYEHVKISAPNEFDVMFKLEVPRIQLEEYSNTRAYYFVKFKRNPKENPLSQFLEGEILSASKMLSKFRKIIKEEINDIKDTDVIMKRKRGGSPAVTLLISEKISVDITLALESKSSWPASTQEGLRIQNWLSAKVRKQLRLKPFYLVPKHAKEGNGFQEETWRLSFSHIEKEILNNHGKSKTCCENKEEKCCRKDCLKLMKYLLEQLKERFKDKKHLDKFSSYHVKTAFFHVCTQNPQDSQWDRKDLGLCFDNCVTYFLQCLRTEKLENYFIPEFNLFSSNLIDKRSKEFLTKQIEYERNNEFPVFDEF
# mcGAS inh – blocks mouse cGAS activity. Q8C6L5. recombinant cGAS, Kinase-Glo ATP depletion luminescence. inhibition, % at 12.5 µM. 160,000 compounds, 0.15% hits. AID 1259399;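 note: 0% = negative control wells and 100% = reference inhibitor with no enzyme activity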
# * marks the source's active call; other numbers are inactive results; nt = not tested or not shown; & = joins results of further samples. Cut-off read from the data, not from the text of the source, unless noted: active = inhibition above about 40%; inactive = the rest.
smiles	NPYLR7 ag	hcGAS inh	mcGAS inh
CC(=O)N1CCc2cc(NC(=O)C3(C)CCN3Cc3ccoc3)ccc21 (centres undefined)	4	-4	nt
CSc1ccc(Cn2c(C)c(C(=O)NCc3ccc4c(c3)OCO4)sc2=O)cc1	10	-9	nt
Cc1ccc(NC(=O)CCc2c(C)[nH]c(=O)n(C)c2=O)cc1C	-8	-2	-7
COc1cc(C)ccc1S(=O)(=O)N1CCN(Cc2cc(=O)c(OCc3cc(C)cc(C)c3)co2)CC1	3	-2	3
NC(=O)c1csc(CNc2ccc(F)cc2)c1	0	-4	nt
COc1ccc(-c2c(C)nn(-c3ccccc3)c2C)c(C(=O)NC/C=C(\C)CCC=C(C)C)c1	-8	-2	2
CC(=O)Nc1nc(CSc2ncccc2C(=O)O)cs1	-1	0	-7
COC(=O)C(C)Sc1nnc(CNC(=O)c2ccccc2)o1 (centres undefined)	1	0	-8
O=C1CCC(C(=O)N2CCCCCCC2)CN1CCCc1ccccc1 (centres undefined)	2	-7	nt
CC(C)C1CN(C(=O)c2cccnn2)CCC(=O)N1Cc1ccc(F)cc1 (centres undefined)	-3	-4	-11
CC(C)Cc1ccc(CN2CCC(N)(C(=O)O)C2)s1 (centres undefined)	nt	-10	-12
CC(C)c1cccc(NC(=O)CN2CCCN(C)CC2)c1	7	-12	-5
C#Cc1cccc(NC(C)C(=O)NC(C)c2ccccc2)c1 (centres undefined)	4	-4	nt
COC(=O)C1CCc2cnn(Cc3ccc(Cl)c(Cl)c3)c2C1 (centres undefined)	5	-12	-18
Cc1cc(C)cc(C(=O)NCCn2cc(SCC(N)=O)c3ccccc32)c1	8	-3	nt
CSC1(CNC(=O)N2CCC3CCCCC32)CCOCC1 (centres undefined)	2	-11	nt
COc1ccccc1S(=O)(=O)N(CCN(C)C)C1CCCC1	-6	-2	nt
Cn1ncc(Cl)c1C(=O)Nc1nc2ccc(Cl)cc2s1	4	-4	nt
NC(=O)c1nc(CN2CCCC(CCc3ccccc3C(F)(F)F)C2)no1 (centres undefined)	-2	2	nt
O=C(CSc1nnc(NC(=O)c2ccccc2C(F)(F)F)s1)Nc1nccs1	5	1	1

# One compound at a time, as listed above.
# COc1ccccc1S(=O)(=O)N(CCN(C)C)C1CCCC1 is listed with NPYLR7 ag = -6; hcGAS inh = -2; mcGAS inh = nt
# CC(C)Cc1ccc(CN2CCC(N)(C(=O)O)C2)s1 (centres undefined) is listed with NPYLR7 ag = nt; hcGAS inh = -10; mcGAS inh = -12

# More structures.
smiles	NPYLR7 ag	hcGAS inh	mcGAS inh
O=C(CSCCN1CCCC1)N1CCCn2cncc2C1	nt	-15	-8
O=C(CSc1nc2ccccc2n1Cc1ccccc1)N/N=C\c1cccnc1	-7	1	-1
Cn1cccc1-c1cc(C(=O)N2CCN(c3ccc([N+](=O)[O-])cc3)CC2)n(-c2ccc(F)cc2)n1	nt	3	0
CCC(=O)N1CCCc2ccc(NC(=O)NCCCc3ccccc3)cc21	-9	-2	nt
COc1cccc(-c2nnc(SCc3ccc(C(=O)NC4CC4)cc3)n2Cc2ccccc2)c1	0	-2	-4
CCCCOc1ccc(-c2nc(C=Nc3cccnc3Cl)c(O)o2)cc1	12	-8	-6
COCCn1c(=O)c2c(nc3n2CC(C)CN3c2ccc(F)cc2)n(C)c1=O (centres undefined)	3	-7	nt
COCCN(CC(=O)Nc1nc(CC(=O)N2CCN(c3cccc(Cl)c3)CC2)cs1)C(=O)c1ccco1	-9	-7	-6
COc1ccc(CN(Cc2ccc(F)cc2)C(=O)c2ccco2)cc1OCc1nc(CO)cs1	-7	-7	-11
O=C(NC(=CC=Cc1ccccc1)C(=O)N1CCCCC1)c1ccc([N+](=O)[O-])cc1	-10	-4	-6
C=CCCC(=O)N[C@H]1CC[C@@H]2SC[C@@H](C(=O)NCc3ccc(-c4csnn4)cc3)N2C1=O	-1	-4	-2
COc1cc(CN2CCC(C(=O)NC(c3ccc(C)cc3)c3ccccn3)CC2)cc(OC)c1 (centres undefined)	-6	-3	-2
NC(=O)CSc1ncnc2sccc12	-1	-5	nt
O=C(CN1C(=O)C2(OCCO2)c2cc(Br)ccc21)c1ccc(Br)cc1	-1	4	1
Cn1c(=O)c2c(nc(Br)n2Cc2ccccc2Cl)n(C)c1=O	1	-6	-9
COc1ccc(C=NNC(=O)Cc2cccn2C)c(OC)c1OC	-3	4	0
CCCCCCCCn1c(C)c(C)n2c3c(=O)n(C)c(=O)n(C)c3nc12	0	-6	-5
Cc1nc(-c2cccnc2)[nH]c(=O)c1CC(=O)N1c2ccccc2CC1C (centres undefined)	0	-3	nt
N#Cc1cc2c(nc1SCC(=O)c1ccccc1)CCC2	9	-1	-9
N#CC(=C1NS(=O)(=O)c2ccccc21)c1nc2ccccc2n1Cc1ccccc1	-4	-6	nt
CN(C)c1ccc(-c2ccnc3c2CC(C)(C(=O)NCCC(F)(F)F)O3)cc1 (centres undefined)	5	1	-4
Cc1ccc(OCc2ccc(C(N)=O)cc2)c2c1C(C)CC2=O (centres undefined)	-5	1	-2
Cc1ccc(C(=O)NCCN2C(=O)C(=Cc3ccc4c(c3)OCO4)SC2=S)cc1F	2	1	-5
CCCCN(CC(=O)Nc1cc(C(C)(C)C)nn1C(C)(C)C)C(=O)Nc1cccc(OC)c1	0	-17	-7
Cn1ncc(N2CC=C(c3ccc(O)cc3)CC2)c(Cl)c1=O	-20	-21	nt
CC1CN(C2CCCCC2)c2nc3c(c(=O)n(CCCc4ccccc4)c(=O)n3C)n2C1 (centres undefined)	7	0	-2
CCOc1ccccc1-n1c(-c2ccccc2)cc(C(=O)NC(c2ccccc2)c2ccccc2)c1C	-9	-6	-5
Cc1ccc(C)c(S(=O)(=O)N2CCC(NS(=O)(=O)c3ccccc3)CC2)c1	1	-2	-7
Cc1noc(NS(=O)(=O)c2cccc3c(N(C)C)cccc23)c1C	-13	-2	nt
O=C(C=Cc1ccco1)Nc1nc2ccccc2s1	17	-17	-4

# The list continues.
# Every second line gives: NPYLR7 ag	hcGAS inh	mcGAS inh
- Cc1nc2ncccn2c1C(=O)N1CCc2c(cc(-c3cccc(Cl)c3)c(=O)n2CC2CC2)C1
    13	-9	-7
- BrC12CC3CC(C1)CC(c1nnc(-c4ccco4)o1)(C3)C2
    15	-5	-7
- O=C(c1ccc(F)cc1)N1CCC(CN2C(=O)CSC2c2cccc(C(F)(F)F)c2)CC1 (centres undefined)
    9	-7	-5
- CCCC(=O)N1CCN(c2ccc(Nc3cc(C)ccn3)nn2)CC1
    13	-9	nt
- O=C(CCCN1C(=O)c2cccc3cccc(c23)C1=O)NCCCO
    4	-1	nt
- O=C1NC2(CCN(C(=O)COc3ccccc3)CC2)Nc2cccc(Cl)c21
    0	-6	-5
- COc1cccc(C2c3[nH]c4ccccc4c3CCN2C(=O)CCc2cnn(C)c2)c1OC (centres undefined)
    1	-5	-2
- COc1ccc(OCc2nc3ccccc3c3ccccc23)c([N+](=O)[O-])c1
    4	-7	nt
- O=C(c1ccco1)N(CCN1CCCCC1)CC1CCCN(C2CCCC2)C1 (centres undefined)
    -2	-3	nt
- O=C1C[C@H]2CC[C@@H](CN1)N2C(=O)Cc1ccc(NC(=O)C2CC2)cc1
    4	-4	-13
- COc1cc(C=NN2CCN(Cc3ccc(C)cc3C)CC2)cc(OC)c1OC(C)=O
    -3	-8	-6
- COc1ccc(-c2nc3ccccn3c2NC(=O)C2CCCCC2)cc1OC
    4	-8	-12
- O=C(CSc1nc(=O)n(CC2CCCO2)c2c1CCC2)NCc1ccccc1 (centres undefined)
    -5	-7	-10
- Cc1ccc(CN2CC(C(=O)NCc3cc(C(C)C)on3)CC2=O)cc1 (centres undefined)
    22	0	nt
- C#CCn1c(-c2nnc(CC)o2)cc2ccccc21
    -7	-4	-9
- CCCn1c(SCc2cccc(Cl)c2)nc2cc(S(=O)(=O)N3CCOCC3)ccc21
    nt	-2	-5
- Cc1cc(N2CCCN(Cc3cnc(CC4CCCC4)[nH]3)CC2)ccn1
    8	-6	nt
- Cc1oc(C)c(-c2ccccc2)c1C(=O)NC(c1ccccc1)c1ccc(Cl)cc1 (centres undefined)
    -6	-3	-3
- Fc1ccc(CN2CCCN(c3nc(Cc4ccccc4)nc4c3cnn4-c3ccccc3)CC2)cc1
    10	-3	-5
- CCOC(=O)N1CCN(c2c(NC3CCCC(C)C3C)c(=O)c2=O)CC1 (centres undefined)
    4	-9	-5

# Laid out differently: three of the compounds above.
COc1ccc(-c2c(C)nn(-c3ccccc3)c2C)c(C(=O)NC/C=C(\C)CCC=C(C)C)c1
  NPYLR7 ag: -8	hcGAS inh: -2	mcGAS inh: 2
CC(=O)Nc1nc(CSc2ncccc2C(=O)O)cs1
  NPYLR7 ag: -1	hcGAS inh: 0	mcGAS inh: -7
COC(=O)C(C)Sc1nnc(CNC(=O)c2ccccc2)o1 (centres undefined)
  NPYLR7 ag: 1	hcGAS inh: 0	mcGAS inh: -8

# The list continues.
# Every second line gives: NPYLR7 ag	hcGAS inh	mcGAS inh
- C=CCn1c(SCc2ccc(CC(=O)OCC(=O)c3ccccc3)cc2)nnc1-c1cc(-c2ccccc2)nc2ccccc12
    -6	2	1
- COc1cccc(C2NS(=O)(=O)N=C3CCCCCN32)c1OC(F)F (centres undefined)
    2&11	-6&-2	-4
- O=C(Cn1cnnn1)NC1CCCN(Cc2c(F)cccc2F)C1 (centres undefined)
    11	-7	nt
- C=CCNC(=O)C(NC(=O)c1cccc(C)c1)C1CCN(C(=O)c2ccc(Cl)cc2)CC1 (centres undefined)
    -21	4	1
- CCCCc1ccc(C(=O)N(CCCOC)CC(=O)N(CCc2c[nH]c3ccccc23)Cc2ccc(Cl)c(Cl)c2)cc1
    -9	-2	-4
- CNC(=O)NC(=O)C(C)N1CCN(C(=O)c2ccoc2)CC1 (centres undefined)
    10	-7	nt
- CCNC(=O)N(Cc1ccc(F)cc1)Cc1c(-c2ccccc2)noc1N(CC)CC
    nt	-4	-10
- CCOC(=O)N1CCN(C2CCCN(C(=O)c3scc4c3CCCC4)C2)CC1 (centres undefined)
    14&-3	-5&-10	nt
- NC(=O)CCCNC(=O)CCc1cc(Br)cs1
    1	-9	nt
- O=C(/C=C/c1c(F)cccc1F)Nc1ccc(-c2nnco2)cc1
    -7	-11	nt
- CCCCCCCC(=O)N1CCN(c2cc(C)nc(-c3cccc(F)c3)n2)CC1
    nt	-8	-6
- COc1cc(C(=O)Nc2ccc3nc(NC(C)=O)sc3c2)cc(OC)c1OC
    -5	-1	nt
- CN(C)N=Nc1nc[nH]c1C(N)=O
    -4&-5	-5&-5	-6
- CCC(=O)Nc1cc(S(=O)(=O)N2CCOCC2)ccc1C
    14	-6	nt
- Cc1cc(C)n(-c2nnc(C)n2/N=C\c2ccccc2Br)n1
    -1	4	-2
- Cc1ccc(NC(=O)Cn2c(=O)n(Cc3ccc4c(c3)OCO4)c(=O)c3oc4ccccc4c32)cc1C
    3	-7	-9
- CCOC(=O)c1cccc(NC(=O)N2CCN(CC(OCc3ccc(C)cc3)c3cccc(OC)c3)CC2)c1 (centres undefined)
    -2	0	-4
- N#CC(C#N)=C/C(F)=C\C(C#N)C#N
    11	-2	nt
- CC(C)n1nnnc1SCC(=O)c1c(N)n(C2CC2)c(=O)[nH]c1=O
    0	-6	nt
- CNC(=O)CC1C(=O)N(Cc2ccccc2)C(=S)N1NC(=O)c1cccc(F)c1 (centres undefined)
    -6	0	-2
- CC1CCCN(C(=O)COc2ccccc2C(N)=O)C1 (centres undefined)
    -5	-5	nt
- CCOC(=O)c1cc(-c2cccc(OC)c2)n(-c2ccc(C(=O)NCCCOC(C)C)cc2)n1
    -3	-3	-6
- CCN(Cc1ccc(Cl)cc1)C(=O)c1ccc(Cl)cn1
    5	-7	nt
- CO[C@H]1[C@H](NC(=O)Cc2cccs2)c2ccccc2C12CCN(CC#Cc1ccccc1)CC2
    12	-6	-11
- CC(C)n1ncc2cc(NC(=O)N3CCCC(C(F)(F)F)C3)cnc21 (centres undefined)
    -2	-2	-5
- Cc1ccc(N2C(=O)/C(=C/c3ccc([N+](=O)[O-])cc3)C=C2c2ccccc2)cc1C
    1	-2	-3
- COc1ccccc1/C=C/C1=NC(=C\c2ccc(OC(C)=O)cc2)/C(=O)O1
    -2	-4	nt
- CCOCCN1CCN(C(=O)c2ccc(NC(=O)c3ccoc3C)cc2)CC1
    3	-1	-10
- CCOc1ccccc1N1CCN(C(=O)c2csc(CSc3nnc(-c4ccco4)n3-c3ccc(Cl)c(Cl)c3)n2)CC1
    16	-3	-4
- COCc1cc(C)nc(N/N=C\c2cccc(Br)c2)c1C#N
    2	-4	-7
- CCn1ccnc1CN1CCc2c([nH]c3ccccc23)C1c1cccc(OC)c1 (centres undefined)
    0	-1	-3
- COc1cc(COC2CCCN(C(=O)c3ccccc3)C2)cc(OC)c1 (centres undefined)
    -2	-7	-5
- CC(=O)c1cc(C(=O)N(C)C(C)c2ccccc2)n(C)c1 (centres undefined)
    -2	1	-2
- CN(C)CCCNc1nc2cc(-c3ccccc3CO)sc2c(=O)n1C
    12	-6	nt
- Nc1cc(N)nc(SCc2cc(=O)n3ccsc3n2)n1
    2	-2	-3
- CCc1nc2ccc(C(=O)NCCC(C)C)cn2c1N(C)Cc1ccc(N(C)C)cc1
    2	-4	-2
- O=C1C[C@H]2CC[C@@H](CN1)N2c1ccc(C(=O)N2CCCCC2)cn1
    nt	-10	-13
- Cc1ccc(NC(=O)CN(Cc2ccccc2)c2nc(Cc3ccc(Cl)cc3)ns2)cc1C
    -5	-7	-6
- CC(CCc1ccco1)NC(=O)C1CC(=O)N(c2ccccc2Br)C1 (centres undefined)
    2	-6	nt
